# RmlCD inh 1536: M. tuberculosis RmlC/RmlD inhibition. RmlC+RmlD coupled enzyme assay, percent inhibition; primary screen in compound mixtures. inhibition, % at 3.6 µM. 0.03% of 160,000 active. AID 1533; in the data active means inhibition mostly above about 34%, no sharp cut-off; further: some results filed as inactive read as strong as hits
# Target sequence (P9WH09 whole entry, looked up): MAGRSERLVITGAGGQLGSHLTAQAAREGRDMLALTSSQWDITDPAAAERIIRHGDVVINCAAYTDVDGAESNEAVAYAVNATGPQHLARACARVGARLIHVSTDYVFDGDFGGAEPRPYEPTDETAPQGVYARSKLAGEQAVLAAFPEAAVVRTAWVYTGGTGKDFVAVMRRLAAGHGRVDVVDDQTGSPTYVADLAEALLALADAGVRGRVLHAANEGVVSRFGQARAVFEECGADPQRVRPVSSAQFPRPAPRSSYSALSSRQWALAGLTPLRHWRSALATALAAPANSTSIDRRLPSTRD
# Target sequence (P9WH11 whole entry, looked up): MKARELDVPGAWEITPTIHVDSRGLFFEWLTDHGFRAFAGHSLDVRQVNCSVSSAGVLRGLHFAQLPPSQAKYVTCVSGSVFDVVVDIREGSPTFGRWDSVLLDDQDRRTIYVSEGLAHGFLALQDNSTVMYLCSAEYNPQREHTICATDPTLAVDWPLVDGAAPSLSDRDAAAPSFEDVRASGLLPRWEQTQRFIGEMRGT
# GlmU inhibition: inhibition of mycobacterial GlmU enzyme – biochemical, glucosamine-1-phosphate acetyltransferase (AID 1376); M. tuberculosis GlmU acetyltransferase enzyme assay; higher % means a stronger effect; inhibition, %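 (tested at 30 µM in the primary screen)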, or IC50 in µM where a hit was titrated; 0.25% of 220,000 active; in the data active means inhibition above about 13%;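 further: 0% = complete reaction with vehicle and 100% = reaction without substrate; strong numbers were not always called active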
# The depositor's hits bear a star; x = no result given. The list is partial, so the mix of outcomes need not match the whole.
SMILES,RmlCD inh 1536,GlmU inhibition
O=C(CN1CCCCC1)Nc1ccc(S(=O)(=O)N2CCOCC2)cc1,-2.7,3.6%
COC(=O)c1ccc(NC(=O)CCOc2ccccc2)cc1,-1.6,-5.8%
COc1cccc(OC)c1C(=O)NC(=S)Nc1ccc2c(c1)Cc1ccccc1-2,x,1.4%
C[C@@H]1CN=C2N(CCNC(=O)CCC3CCCCC3)[C@H](Cc3ccc(O)cc3)CN21,x,-3.8%
COc1ccc(Cc2nc(-c3ccccc3)no2)cc1,x,2.4%
O=C(c1ccc(S(=O)(=O)NCC2CCCO2)cc1)N1CCN(c2ccccc2)CC1 (stereo unspecified),-4.7,1.3%
CCOC(=O)Cc1c(C)nc2c(C#N)c(C)nn2c1C,-5.9,0.8%
CCOc1cc(NC(=O)C2CCCO2)c(OCC)cc1NC(C)=O (stereo unspecified),6.9,2.3%
O=C(NCCO)c1ccc(Oc2ccc(C(F)(F)F)cc2[N+](=O)[O-])cc1,-10.5,2.6%
COc1ccc(NC(=O)CN(C)S(=O)(=O)c2cccc3nsnc23)cc1OC,x,0.9%
CCc1cc(C(=O)c2ccc(C)cc2)c(NC(=O)CCl)s1,-8.9,2.5%
COc1ccc(C2=CC(=O)CC(c3ccc(OC)cc3)C2)cc1 (stereo unspecified),2.7,2.6%
Cc1ccc(/C=N/c2sc(Cc3ccccc3)c(C)c2C(N)=O)o1,x,1.0%
CC1Oc2ccccc2N(Cc2ccccc2Cl)C1=O (stereo unspecified),x,6.0%
CCOc1ccc(-c2nnn(CC(=O)NCc3ccc(F)cc3)n2)cc1OCC,x,-6.4%

# Part of the list above in order of formula weight, rising:
SMILES,RmlCD inh 1536,GlmU inhibition
CCOC(=O)Cc1c(C)nc2c(C#N)c(C)nn2c1C,-5.9,0.8%
CC1Oc2ccccc2N(Cc2ccccc2Cl)C1=O (stereo unspecified),x,6.0%
COc1ccc(C2=CC(=O)CC(c3ccc(OC)cc3)C2)cc1 (stereo unspecified),2.7,2.6%
Cc1ccc(/C=N/c2sc(Cc3ccccc3)c(C)c2C(N)=O)o1,x,1.0%
O=C(NCCO)c1ccc(Oc2ccc(C(F)(F)F)cc2[N+](=O)[O-])cc1,-10.5,2.6%
CCOc1ccc(-c2nnn(CC(=O)NCc3ccc(F)cc3)n2)cc1OCC,x,-6.4%
COc1ccc(NC(=O)CN(C)S(=O)(=O)c2cccc3nsnc23)cc1OC,x,0.9%

# Carrying on.
SMILES,RmlCD inh 1536,GlmU inhibition
COc1ccc(C(=O)NC2CCCCCC2)cc1S(=O)(=O)N1CCCc2ccccc21,-9.3,1.4%
CCc1cccc2c(C(=O)COC(=O)c3cccc(S(=O)(=O)N(C)C4CCCCC4)c3)c[nH]c12,5.9,-4.6%
CC(C)(C)c1ccc(COn2c(=O)c(-c3ccco3)[n+]([O-])c3ccccc32)cc1,-4.2,6.9%
COc1ccc(NC(=O)CSc2nc3[nH]ncc3c(=O)n2-c2ccccc2OC)cc1OC,x,0.8%
Oc1ccc(CN2CCCCC2)nc1-c1ccccc1,-0.7,1.0%
COc1ccc(C(=O)C2CCCN(Cc3cnc(N4CCOCC4)s3)C2)cc1F (stereo unspecified),40.0,-3.0%
COc1ccc(NC(=O)Nc2ccccc2)cc1S(=O)(=O)N1CCCCC1,14.6,-5.4%
Cc1cc(C)c2sc(N)nc2c1,-0.1,x
COc1cc2c(cc1NCc1ccccn1)oc1ccccc12,-8.7,-4.0%
COc1ccc(NC(=O)N(Cc2ccc(C)cc2)Cc2ccccn2)c(OC)c1,x,-1.5%
O=C(CCC1CCCN(C(=O)c2ccc3cc[nH]c3c2)C1)NCc1ccc(F)c(F)c1 (stereo unspecified),-3.5,2.1%
Cc1onc(-c2ccccc2)c1C(=O)NC(=S)NNC(=O)c1cccnc1,7.1,-2.1%
CCOC(=O)C1CCCCN1Cc1cc(OC)ccc1OC (stereo unspecified),x,-2.8%
O=C(Cc1ccccc1)NC1(Cc2ccc(O)cc2)CCCCC1,5.1,-0.7%
CSc1nc2c(cnn2-c2ccc(C)c(C)c2)c(=O)[nH]1,12.0,-8.0%
c1ccc2c(c1)[nH]c1c(NCC3CCCO3)ncnc12 (stereo unspecified),26.6,0.0%
COC(=O)NCc1ccc(Cl)c(Cl)c1,10.2,5.4%
O=C(COc1ccccc1F)NC1CCN(Cc2ccccc2)CC1,x,-0.1%
COc1ccc(NC(=O)c2ccccc2NS(C)(=O)=O)cc1OC,5.2,1.2%
CN(C)C1(CNC(=O)c2ccc(Cl)c(S(=O)(=O)NCc3ccco3)c2)CCCCC1,-10.1,-1.1%
CCC1c2ccc(C)n2CCN1C(=O)Nc1ccc(F)cc1 (stereo unspecified),9.5,-4.8%
CCOC(=O)c1ccc(NC(=O)c2nc[nH]c2C(=O)NCCCCCNC(=O)OC(C)(C)C)cc1,-5.6,11.3%
CCN(CC)c1ccc(/C=C2\C(=O)NC(=O)N(CC3CCCO3)C2=O)cc1 (stereo unspecified),8.4,-3.9%
CCN(CC)CCNCC(=O)Nc1ccc(Oc2ccccc2)cc1,10.0,-3.8%
CCOC(=O)Nc1nnc(-c2ccc(OC)cc2)s1,-8.8,7.9%
CCC1=C(C(=O)OC)C(c2cc(OC)ccc2OC)C(C#N)=C(N)O1 (stereo unspecified),-7.7,6.0%
Cc1nn(-c2ccccn2)c2c1-c1nc(N)ncc1CC2,9.6,-3.9%
COc1ccc(C(CNC(=O)COc2ccc(Br)cc2F)N2CCCC2)cc1 (stereo unspecified),8.2,-0.9%
Cc1cccc(Cc2nnc(NC(=O)c3cccc(S(=O)(=O)N4CCOCC4)c3)s2)c1,-1.3,-4.2%
Cn1ccc(C(=O)NC(=S)N2CCSCC2)n1,2.8,-5.1%
COCC1CCN(Cc2nc(-c3ccc4c(c3)OCO4)no2)C1 (stereo unspecified),-10.8,1.2%
c1ccc(CSc2nnc(-c3ccncc3)o2)cc1,3.0,3.5%
CCOC(=O)C1=C(c2ccccc2)OC(N)=C(C#N)C1C(C)C (stereo unspecified),x,-0.8%
Cn1c2c(c(=O)n(C)c1=O)C(CC(=O)Nc1ccc(F)cc1)C(=O)N2 (stereo unspecified),2.1,2.4%
COC(=O)c1ccc(-c2noc(CN3CCCCC3c3nccn3C)n2)cc1 (stereo unspecified),2.3,2.3%
O=C1C(=C(c2ccccc2)c2ccccc2)Nc2ccccc21,x,-4.5%
COc1ccc(C2C(C(=O)c3cccs3)=C(O)C(=O)N2c2nncs2)cc1 (stereo unspecified),x,3.0%
Nc1nnc(-c2cc3ccccc3oc2=O)s1,2.6,0.5%
CN(C)S(=O)(=O)c1ccc(C(=O)N2CCOCC2)cc1,7.7,9.6%
COC(=O)Cc1ccc(NC(=O)C(c2ccccc2)c2ccccc2)cc1,x,-3.1%
Cc1ccc(NC(=O)c2cc(S(=O)(=O)N3CCCCC3)cs2)cc1,x,2.9%
O=C(COC(=O)c1cnccn1)c1ccc(Cl)cc1,19.4,1.3%
CC(C)OC(=O)CN1C(=O)C(C)(C)Oc2ccc(C(=O)NC3CC3)cc21,x,-2.5%
COCC(=O)N(Cc1ccc(OC)cc1)Cc1nc2ccccc2c(=O)[nH]1,x,-5.7%
COCCCNC(=O)c1ccc(Cn2c(=O)c3ccccc3n(Cc3ccc(C)cc3)c2=O)cc1,2.3,-2.1%

# Profiles as entered above. Screens in order: RmlCD inh 1536, GlmU inhibition
# Entry for COc1ccc(Cc2nc(-c3ccccc3)no2)cc1 → x, 2.4%
# Entry for CCN(CC)c1ccc(/C=C2\C(=O)NC(=O)N(CC3CCCO3)C2=O)cc1 (stereo unspecified) → 8.4, -3.9%
# Entry for Cc1cc(C)c2sc(N)nc2c1 → -0.1, x
# Entry for COc1ccc(NC(=O)Nc2ccccc2)cc1S(=O)(=O)N1CCCCC1 → 14.6, -5.4%
# Entry for CCc1cccc2c(C(=O)COC(=O)c3cccc(S(=O)(=O)N(C)C4CCCCC4)c3)c[nH]c12 → 5.9, -4.6%

# Further entries follow:
SMILES,RmlCD inh 1536,GlmU inhibition
CCCS(=O)(=O)c1c(S(=O)(=O)CCC)c2c3ccccc3ccn2c1C(N)=O,x,2.2%
Fc1ccc(C[n+]2csc3ccccc32)cc1,-3.4,4.3%
CCOc1cc(N2CCOCC2)c(OCC)cc1NC(=O)c1c(-c2ccccc2Cl)noc1C,-3.7,-1.4%
Cc1c(C(=O)CN2CCOCC2)[nH]c2ccccc12,x,4.1%
COc1ccccc1NC(=O)c1ccc(CN(c2cc(Cl)ccc2C)S(=O)(=O)c2ccccc2)cc1,x,-3.0%
COC(=O)c1c(C(=O)OC)c(-c2ccc(C)cc2)n2c1CCC2,4.1,2.0%
C=C(C)CNC(=S)NNC(=O)c1cc(C)oc1C,14.3,3.3%
COc1ccc(Cn2nnnc2C(c2cccs2)N2CCOCC2)cc1 (stereo unspecified),-8.9,-1.9%
C=CC[N+](C)(C)C/C(Cl)=C(\Cl)c1ccccc1,-3.1,4.5%
COc1ccc(NC(=O)c2ccc3c(SCC(=O)O)c4c(nc3c2)CCCC4)c(OC)c1,-14.2,-3.1%
CN(C)/C(CN1CCCCC1)=C1\N=C(c2ccccc2)OC1=O,-2.6,3.1%
Cc1cccc(C)c1OCC(=O)N/N=C/c1cccn1C,x,1.4%
COc1ccc2c(c1)CCc1c(C(=O)NCCc3ccc(OC)c(OC)c3)noc1-2,15.8,6.9%
CC(C)c1ccc(N(CC(=O)N/N=C/c2ccc(OC3CSC3)cc2)S(=O)(=O)c2ccccc2)cc1,-0.2,-4.5%
O=C(CNC(=S)N(Cc1ccccc1)Cc1ccccc1F)NCc1ccccc1,-9.8,7.1%
O=C(O)c1ccc(CSc2ccccn2)cc1,8.0,-5.5%
C=CCn1c(SCC(=O)O)nnc1-c1ccc(C(C)(C)C)cc1,x,-3.5%
C=CCn1c(NCCO)nc2sc3c(c2c1=O)CCC3,40.2,-3.0%
COc1ccc(C2=Nn3c(nnc3-c3cccnc3)SC2)cc1,-4.2,4.3%
O=C(O)CCN1CC2([N+](=O)[O-])CC=C(OCCO)C([N+](=O)[O-])(C1)C2 (stereo unspecified),15.5,-2.2%
Cc1ccc(S(=O)(=O)Nc2ccccc2C(=O)Nc2sccc2C(=O)NN(C)C)cc1,x,-4.4%
Cc1onc(-c2ccccc2)c1-c1ccnc(N)n1,-12.2,3.7%
O=C(CCCCCNc1nc(=S)[nH]c2ccccc12)NCc1ccccc1Cl,-13.3,3.8%
CCOC(=O)Cn1nnc(-c2ccc(OCC(C)C)cc2)n1,4.6,0.8%
CCNc1nc(NCC)nc(SCCOc2ccc(C)cc2)n1,x,-0.8%
COc1ccc(-c2nc3n(n2)C(c2ccccc2Cl)C(C(N)=O)=C(C)N3)cc1 (stereo unspecified),x,2.3%
Cc1ccc(N2C(=O)C3CC3C2=O)cc1 (stereo unspecified),-10.4,-8.9%
COc1ccc(NC(=O)c2ccc([N+](=O)[O-])s2)c([N+](=O)[O-])c1,x,-7.6%
O=C(c1cccs1)N1CCN(S(=O)(=O)c2ccccc2)CC1,-11.4,3.5%
CC1=NN(C(=O)CCc2ccccc2)C(c2ccccc2)C1 (stereo unspecified),2.5,3.1%
O=C(CCN1C(=O)C2C3C=CC(C3)C2C1=O)NCCc1ccccc1 (stereo unspecified),10.6,0.1%
COc1ccc(NC(=O)Nc2ccc(N3CCOCC3)c3nonc23)c(OC)c1,10.6,-3.5%
Cc1ccc(-n2c(C)cc(C=C(C#N)C#N)c2C)cc1,2.4,-1.1%
O=C(CCc1nc(-c2ccccc2)no1)NCC1CCCO1 (stereo unspecified),10.8,x
O=[N+]([O-])c1ccc(OCC(O)CNCCNc2nccc(C(F)(F)F)n2)cc1 (stereo unspecified),10.4,-1.4%
O=C(NN=C1CCCCCC1)NC1CCCCC1,8.7,-7.0%
O=C(O)c1c(-c2ccccc2)c2oc3ccccc3c2[nH]c1=O,x,1.2%
CCCCCOc1ccc(NC(=O)C(=O)NCCCn2ccnc2)cc1,-7.2,-1.2%
Cc1ccc(/C=C/C(=O)Nc2cc(C)on2)cc1,-8.6,1.2%
CCOc1ccccc1C(=O)NCCCCCC(=O)O,11.5,1.1%
O=C(N/N=C/c1cc(Br)ccc1O)C(c1ccncc1)N1CCOCC1 (stereo unspecified),-2.7,-2.8%
O=C(NNC(=S)Nc1ccc(OC(F)F)cc1)c1cc2c(s1)CCCC2,-4.9,-4.4%
CCCC1=C(C(=O)OCC)C(c2ccncc2)n2ncnc2N1 (stereo unspecified),-6.7,-0.4%
C(#Cc1ccccc1)C[N+]1(CC#Cc2cccc3ccccc23)CCCC1,-4.6,-6.0%
O=C(CSc1nc2[nH]ncc2c(=O)n1-c1ccccc1)N1CCCc2ccccc21,-5.7,3.2%

# Brought forward from above: two compounds; new compounds follow.
SMILES,RmlCD inh 1536,GlmU inhibition
C(#Cc1ccccc1)C[N+]1(CC#Cc2cccc3ccccc23)CCCC1,-4.6,-6.0%
O=C(CSc1nc2[nH]ncc2c(=O)n1-c1ccccc1)N1CCCc2ccccc21,-5.7,3.2%
CC(Nc1nc(-c2ccc(F)cc2)cs1)c1nc2cc(Cl)c(N3CCCCC3)cc2n1CCCO (stereo unspecified),x,1.1%
O=C(/C=C/c1cccs1)NCc1ccccc1,-11.0,4.5%
Cc1ccc(S(=O)(=O)N2CCN(c3cc4c(cc3[N+](=O)[O-])n(C)c(=O)n4C)CC2)cc1,x,-3.4%
Cc1cc(N2CCCCC2)nc2ccccc12,-9.4,-7.5%
O=C(N/N=C/c1cccnc1)c1cccc(N2CCCC2=O)c1,x,3.2%
Cc1cccc(C(=O)NC(C)C(c2cccs2)N2CCOCC2)c1 (stereo unspecified),18.2,4.5%
O=C(Nc1nnc(C2=COCCO2)o1)c1ccc(S(=O)(=O)N2CCCCC2)cc1,-12.1,-5.1%
O=C(NC1=NCCS1)NC12CC3CC(CC(C3)C1)C2,19.7,-5.0%
O=C(NC(=S)Nc1ccc2ncccc2c1)c1ccccc1,1.1,-0.5%
CCOC(=O)c1sc2nc(-c3ccccc3)ccc2c1N,5.0,-3.7%
